Compound activity deposited in PubChem by National Center for Advancing Translational Sciences (NCATS).
TDP-43 yeast inh = rescues yeast growth from TDP-43 toxicity; TDP-43 expressing yeast growth rescue, BacTiter-Glo, 24 h; Potency, µM (series often up to 46.1 µM), for the others: top-dose growth rescue (activation), usual class: activators; actives 1.8% (n = 410,000); also: potency is read from the fitted curve at half-maximal effect; % of control where 0% means no effect; nearly all actives have a fitted effect of over 50% in size
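Luminescence from BacTiter-Glo reports growth of TDP-43-expressing yeast after 24 hr at 30 deg C with compound. Cells were raffinose-pregrown to mid-log, then seeded in galactose medium at OD600=0.02.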
FUS suppressor = rescues growth of FUS-expressing yeast | S. cerevisiae FUS-expressing, growth rescue, OD600, 24 h | Potency, µM (titrated, usually from 76.6 µM), for inactives: at the top dose growth rescue (activation), hits mostly activators | actives 0.24% (n = 390,000);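 also: potency is read from the fitted curve at half-maximal effect; plate controls were DMSO vehicle for no effect and reference control for full effect; nearly all actives have a fitted effect of over 55% in size; some results filed as inactive show a strong effect at the top dose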
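Compound concentration series was pinned onto galactose-induced FUS-expressing yeast seeded at OD 0.005. Plates sat 24hr at 30C; absorbance at 600 nm gave growth. DMSO served as background control.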
GLP1R inv ag = inverse agonists of human GLP-1 receptor. actives 1.6% (n = 410,000). AID 624417. Potency, µM (doses to about 38.3 µM), inactives show at the highest dose activity change, negative = inhibition, most hits filed as inhibitors. HEK293 GLP-1R CRE-luciferase, luminescence, 24 h; GLP-1R form is constitutively active. P43220; also: potency is read from the fitted curve at half-maximal effect; % is scaled to controls: 0 for no effect and ±100 for the full control effect; nearly all actives have a fitted effect of over 55% in size
Target sequence (P43220 whole entry, looked up): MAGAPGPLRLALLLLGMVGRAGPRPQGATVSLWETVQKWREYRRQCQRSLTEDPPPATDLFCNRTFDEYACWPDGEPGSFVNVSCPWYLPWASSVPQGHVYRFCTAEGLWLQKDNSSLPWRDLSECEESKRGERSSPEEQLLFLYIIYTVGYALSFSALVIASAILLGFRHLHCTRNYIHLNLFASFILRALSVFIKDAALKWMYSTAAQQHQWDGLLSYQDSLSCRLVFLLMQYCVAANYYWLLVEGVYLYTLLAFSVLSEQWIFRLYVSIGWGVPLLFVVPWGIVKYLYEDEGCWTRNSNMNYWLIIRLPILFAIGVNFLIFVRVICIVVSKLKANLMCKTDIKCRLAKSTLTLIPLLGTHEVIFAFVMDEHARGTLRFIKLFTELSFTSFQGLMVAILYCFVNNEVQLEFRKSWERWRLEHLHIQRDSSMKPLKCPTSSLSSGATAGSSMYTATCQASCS
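Seeding at 200 cells/uL, 12 h culture, 24 hr compound treatment, then luciferase reagent and a luminescence read; cells are HEK293 stably expressing a constitutively active GLP-1R plus cAMP-responsive luciferase.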
PTHR1 agonist = activates the human parathyroid hormone receptor PTHR1. actives 0.075% (n = 410,000). HEK293 GP2 PTHR1 cells, GloSensor cAMP luminescence, 1 h. Potency, µM (doses to about 115 µM), inactives show at the highest dose activation, usual class: activators; also: potency is read from the fitted curve at half-maximal effect; nearly all actives have a fitted effect of over 55% in size; some results filed as inactive show a strong effect at the top dose; inactives centre near -15; many of its hits are not listed in these tables
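HEK-293-derived GP2 cells expressing PTHR1 and a GloSensor cAMP reporter, 3,000/well, plated overnight, given luciferin plus IBMX (each 0.5 mM as added) for 1 h at 37 °C, then compound for 1 h at 37 °C. Luminescence was read after 15 min at room temperature.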
aSyn rescue = inhibitors of alpha-synuclein toxicity in yeast | Potency, µM (highest dose often 46.1 µM), without a hit: at the top dose growth rescue (activation), usual class: activators | actives 0.14% (n = 370,000) | Yeast expressing alpha-synuclein, growth rescue, BacTiter-Glo, 24 h | AID 652106; also: potency is read from the fitted curve at half-maximal effect; % of control where 0% means no effect; nearly all actives have a fitted effect of over 65% in size
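Rescue of yeast growth: cells expressing toxic alpha-synuclein, induced in galactose at OD600 0.02, incubated with compound 24 h at 30 C. ATP luminescence quantified growth; inhibitors of toxicity appear as activators.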
GLP-1R agonist = agonists of human GLP-1 receptor. P43220. actives 0.007% (n = 380,000). HEK293 GLP-1R CRE-luciferase, luminescence, 4-6 h; cells express a hypersensitive GLP-1R form. Potency, µM (titrated, usually from 45.6 µM), for inactives: top-dose activation, usual class: activators. AID 624172; also: potency is read from the fitted curve at half-maximal effect; % of control where 0% means no effect
pAkt inh = inhibitors of Akt phosphorylation; Neuro2A IGF-stimulated pAkt S473 HTRF, 20 min; hits give low values; activity change, % for hits at 50 µM; actives 0.32% (n = 360,000); AID 651550; in the data active = activity change below about -80%; inconclusive = mostly about -51% to -80%; also: % is scaled to controls: 0 for no effect and ±100 for the full control effect
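Neuro2A cells (4,500/well, DMEM with 0.5% FBS) were treated with compound at a single 50 µM final concentration, stimulated with 6 nM IGF for 20 min at 37 °C, and lysed. Phospho-Akt Ser473 was read by HTRF as 665/615 ratio ×10^4.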
Abeta rescue = compounds reversing amyloid beta toxicity in yeast; yeast expressing A-beta42, growth rescue, OD600, 48 h; response scale: 0% DMSO, 100% iron-clioquinol control; Potency, µM (doses to about 46.1 µM), for inactives: at the highest dose growth rescue, hits mostly activators; actives 0.063% (n = 410,000); also: potency is read from the fitted curve at half-maximal effect; nearly all actives have a fitted effect of over 55% in size
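Growth rescue measured by 600 nm absorbance after 48 h yeast culture at 30 C with compound. Values normalized between DMSO and an equimolar ferric chloride plus clioquinol control.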
DRD3 antagonist = blocks the human D3 dopamine receptor; max response, negative = inhibition, %; P35462; actives 2.5% (n = 360,000); AID 652054; D3R cells, DiscoveRx beta-arrestin luminescence, antagonist mode; hits give low values; in the data active = max response below about -50%; inconclusive = no clear call, values can overlap the other calls; also: % is scaled to controls: 0 for no effect and ±100 for the full control effect; mostly tested at two doses, the higher about 12 µM
Target sequence (P35462 whole entry, looked up): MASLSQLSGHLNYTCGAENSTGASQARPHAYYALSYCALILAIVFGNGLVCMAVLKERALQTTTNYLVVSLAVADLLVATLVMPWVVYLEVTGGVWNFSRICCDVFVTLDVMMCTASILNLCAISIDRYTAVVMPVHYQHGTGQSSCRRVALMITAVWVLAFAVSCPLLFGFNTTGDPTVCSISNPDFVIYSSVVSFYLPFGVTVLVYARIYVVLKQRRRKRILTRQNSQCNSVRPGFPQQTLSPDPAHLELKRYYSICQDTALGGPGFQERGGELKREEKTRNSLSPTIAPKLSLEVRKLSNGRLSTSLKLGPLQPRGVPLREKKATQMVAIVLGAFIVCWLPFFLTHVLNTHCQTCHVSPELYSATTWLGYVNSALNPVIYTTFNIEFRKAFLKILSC
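Cells plated overnight at 1500 cells/well, then exposed to library compounds with dopamine controls for 90 minutes at 37 degrees C. DiscoveRx reagent added for 30–60 minutes at room temperature; luminescence read, quantitative HTS format.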
Starred values were filed as active, the others as inactive; i = inactive; ? = inconclusive; . = no result given; & = joins results of further samples; [ ] = another dose, or the depositor's remark. Unless noted, calls follow the shape of the dose curve; as a rule, active = well fitted curve in the direction sought with a large enough effect; inconclusive = small, poorly fitted or top-dose-only effect, or another doubt; inactive = no such curve, though single readings can be large; an effect the other way counts as inactive or inconclusive.

nr	mol	TDP-43 yeast inh	FUS suppressor	GLP1R inv ag	PTHR1 agonist	aSyn rescue	GLP-1R agonist	pAkt inh	Abeta rescue	DRD3 antagonist
1	CC[C@@H]1CCCCc2ccccc2[C@@H](C(=O)C[C@@H](O)CC(C)=O)OC1=O	5%	28%	-7%	8%	10%	0%	i	9%	0
2	CCOC(=O)c1cc2c(=O)n3ccccc3nc2n(Cc2ccco2)c1=NC(=O)c1ccccc1OC	-1%	21%&17%	28%&1%	-21%&-28%	15%	3%	i	-14%&-12%	9
3	CCN(CC)CCN(C(=O)c1ccc([N+](=O)[O-])cc1)c1nc2ccc(OC)cc2s1	14%	-14%	6%	-14%	-1%	0%	i	-11%	1
4	CCOc1cccc2sc(N(CCCN(C)C)C(=O)c3ccc(S(=O)(=O)N(C)c4ccccc4)cc3)nc12	14%	17%	?	-15%	2%	-2%	i	5%	-25
5	CCCOC(=O)CSC1=C(C#N)C(c2ccc3c(c2)OCO3)CC(=O)N1 (configuration not stated)	20%	14%	?	-6%[57.5 µM]	-14%	17%	i	6%	4
6	Cc1cc(F)ccc1NS(=O)(=O)c1c(C)nc2scc(C)n2c1=O	20µM*	-25%&-9%	-6%&-8%	-17%	-8%	13%	i	-5%&8%	-6
7	Cc1ccc(C(C)C)cc1S(=O)(=O)NC1CC(C)(C)NC(C)(C)C1	.	21%	8.9µM*	-7%	5%	4%	i	9%	22
8	COc1ccc(C(=O)NC(=S)NC(C)c2ccccc2)cc1 (configuration not stated)	23%	14%	?	-6%	5%	9%	i	?	-9
9	N#CCCN(C(=O)COC(=O)CNC(=O)C12CC3CC(CC(C3)C1)C2)c1ccccc1	-2%	16%	10%	-9%	5%	-2%	i	-7%	14
10	NCCCSC1=NCCCN1	-9%	-8%	-5%	-20%	3%	-8%	i	8%	22
11	COc1cccc(NC(=O)c2ccc3nsnc3c2)c1	6%	2%	-10%	-4%	3%	23%	i	-4%	-4
12	COc1cc2c3c(c1)-c1c(sn(-c4cc(OC)ccc4OC)c1=S)C(C)(C)N3C(=O)C2=O	2%	-22%	0%	-19%	.	-10%	.	7%	-6
13	O=C(O)CCC(=O)N1CCc2cc(S(=O)(=O)N3CCCCC3)ccc21	-8%	13%	-6%	-22%[57.5 µM]	5%	11%	i	-3%	10
14	CCOC(=O)CNC(c1ccccc1)c1cc(Br)ccc1NC(=O)c1cccc(Cl)c1 (configuration not stated)	?	9%	8.9µM*	i	.	.	.	8%	.
15	CN(C1=NC(=O)CS1)c1ccc(O)cc1	-3%	-3%	19%	i	1%	-1%	i	1%	0
16	COc1ccc(C(=O)Nc2ccc(N3CCN(C(=O)c4cccs4)CC3)cc2)cc1Br	26%	39%	?	-25%	5%	-5%	.	1%	13
17	C1CCC2(CC1)C1=C(CCCC1)Nc1nnnn12	-11%	12%	4%	13%	.	-2%	.	-4%	18
18	Cc1cc(C(=O)C(=O)O)c(C)n1-c1ccc(Cl)cc1	-22%	-8%	13%	i	0%	4%	i	4%	-19
19	CC(=O)CCc1c(C)[nH]c2ccc(NC(C)=O)cc2c1=O	-16%	1%	5%	i	-8%	0%	i	12%	16
20	CC1(C(=O)NS(=O)(=O)c2ccccc2C(F)(F)F)CCN1C(=O)CCc1cccs1 (configuration not stated)	23%	-16%	14%	-1%	-3%	-5%	i	4%	18
21	O=C(CCN1C(=O)/C(=C\c2ccco2)SC1=S)Nc1ccc(C(=O)O)c(O)c1	11%	8%	1%	-27%	4%	-5%	i	-2%	-6
22	Cc1cc(C)n(-c2ccc(C(=O)OCn3nnc4ccccc4c3=O)cc2)n1	?	8%	2%	-14%	?	7%	i	?	16
23	Cc1nc(CSc2nc3[nH]ncc3c(=O)n2-c2ccccc2)cs1	12%	12%	74%[activator]	-5%[57.5 µM]	1%	21%	i	2%	16
24	COc1ccc(/C=N/NC(=O)C(=O)N2CCCCCC2)cc1[N+](=O)[O-]	7%	-8%	115%[activator]	i	5%	30%	i	1%	10
25	COC(=O)C1(C)NC(c2ccc(OC)cc2)C2C(=O)N(c3ccccc3)C(=O)C21 (configuration not stated)	17%	-4%	4%	-9%	-2%	-6%	i	6%	?
26	CCOc1ccccc1-n1ccnc(NCc2ccc(F)cc2)c1=O	28%	11%	-21%	-11%	.	.	.	-4%	.
27	CSc1ccccc1C(=O)NCC1CCCO1 (configuration not stated)	-6%	-2%	-6%	-4%[57.5 µM]	6%	-16%	i	11%	7
28	COc1ccc(CCNC(=O)Cn2cccc2C(=O)c2ccccc2C)cc1OC	-20%	34%	-16%	i	0%	6%	i	2%	-19
29	COc1ccc(OC)c(C2=Nn3c(nnc3-c3ccco3)SC2)c1	7%	1%	20%	-1%[57.5 µM]	4%	19%	i	8%	29
30	Cc1c([N+](=O)[O-])ccc(S(=O)(=O)N2CCC(C(N)=O)CC2)c1C	2%	.	21%	i	0%	0%	i	14%	-12
31	O=C(COc1ccccc1)N/N=C/c1cc2c(cc1[N+](=O)[O-])OCO2	-18%	-24%	-15%	i	-1%	-1%	i	-12%	-6
32	CS(=O)(=O)c1ccc(-c2cc(NC=O)c3ncc(-c4ccc(F)cc4)n3c2)cc1	15%	?	3%	0%	-2%	-5%	i	1%	3
33	O=C(COc1ccc(Br)cc1)Nc1ccccc1N1CCCC1	5%	-20%	4%	-51%[inhibitor]	0%	-3%	i	-3%	0
34	COC(=O)c1ccc2nc(-c3ccc(OC)c(OC)c3)c(Cc3ccsc3)n2c1	11%	27%	13%	-7%	11%	9%	i	-18%	-4
35	O=C(NCc1cccc(C(F)(F)F)c1)c1ccc2sc([C@@H]3O[C@H](CO)[C@@H](O)[C@H]3O)nc2c1	23%	-2%	-14%	i	3%	-6%	i	-2%	17
36	COC(=O)CN(c1nc(C)c(Br)c(OC)n1)S(=O)(=O)c1ccccc1	?	22%	?	-21%	7%	8%	i	-5%	9
37	CCc1ccc2nc(N3CCN(C)CC3)c(C#N)cc2c1	-18%	2%	-19%	i	3%	10%	i	17%	-68*
38	COc1ccc2nc(N3CCCCC3)c(C#N)cc2c1	13µM*	24%	?	-81%[inhibitor]	4%	34%	i	-13%	24
39	c1ccc(CSc2nnc3c(n2)OC(c2ccco2)Nc2ccccc2-3)cc1 (configuration not stated)	-4%	32%	21%	-22%	-21%	3%	i	-3%	-21
40	CC1CCCCC1NC(=O)CCCN1C(=O)c2ccccc2C1=O (configuration not stated)	21%	12%	0%	-11%	17%	6%	i	9%	-9
41	C[C@H](NC(=O)c1nc[nH]c1C(=O)NC(c1ccccc1)c1ccccc1)C(=O)OCc1ccccc1	8%	?	?	i	-1%	-4%	i	0%	-15
42	COc1ccc2oc(C(=O)OCC(=O)NCc3ccc(OC)c(OC)c3)c(C)c2c1	-19%	12%	0%	-24%	2%	27%	i	3%	0
43	O=C(CN1c2cccc3cccc(c23)S1(=O)=O)N1CCN(c2ccccc2)CC1	-5%	.	-5%	i	-2%	-38%[inhibitor]	i	-9%	-5
44	CCCNC(=O)C1(C)CCCN(Cc2ccccc2-c2ccccc2)C1 (configuration not stated)	4%	-14%	-16%	-10%	-4%	14%	i	0%	4
45	CCCOc1c(Br)cc(/C=N/O)cc1OC	27%	6%	?	?	-4%	3%	i	-22%	0
46	C[C@@H]1CN([C@H](C)CO)C(=O)CCCn2nncc2CO[C@@H]1CN(C)S(=O)(=O)c1ccccc1	0%	4%	17%	-8%	0%	1%	i	-2%	-24
47	CC(C)Oc1ncnc2c1[nH]c1ccccc12	15%	-5%	-26%	-41%[inhibitor]	-22%	17%	i	7%	45
48	COc1cc(CC(=O)OCc2cccc([N+](=O)[O-])c2)cc(OC)c1OC	?	12%	1%	-12%	0%	27%	i	-4%	12
49	Cc1cc2nn(-c3ccc(F)cc3)nc2cc1NC(=O)c1cccc([N+](=O)[O-])c1C	22%	-9%	17%	i	-3%	2%	.	-13%	.

Not a retest: eight of the compounds above.
nr	mol	TDP-43 yeast inh	FUS suppressor	GLP1R inv ag	PTHR1 agonist	aSyn rescue	GLP-1R agonist	pAkt inh	Abeta rescue	DRD3 antagonist
42	COc1ccc2oc(C(=O)OCC(=O)NCc3ccc(OC)c(OC)c3)c(C)c2c1	-19%	12%	0%	-24%	2%	27%	i	3%	0
43	O=C(CN1c2cccc3cccc(c23)S1(=O)=O)N1CCN(c2ccccc2)CC1	-5%	.	-5%	i	-2%	-38%[inhibitor]	i	-9%	-5
44	CCCNC(=O)C1(C)CCCN(Cc2ccccc2-c2ccccc2)C1 (configuration not stated)	4%	-14%	-16%	-10%	-4%	14%	i	0%	4
45	CCCOc1c(Br)cc(/C=N/O)cc1OC	27%	6%	?	?	-4%	3%	i	-22%	0
46	C[C@@H]1CN([C@H](C)CO)C(=O)CCCn2nncc2CO[C@@H]1CN(C)S(=O)(=O)c1ccccc1	0%	4%	17%	-8%	0%	1%	i	-2%	-24
47	CC(C)Oc1ncnc2c1[nH]c1ccccc12	15%	-5%	-26%	-41%[inhibitor]	-22%	17%	i	7%	45
48	COc1cc(CC(=O)OCc2cccc([N+](=O)[O-])c2)cc(OC)c1OC	?	12%	1%	-12%	0%	27%	i	-4%	12
49	Cc1cc2nn(-c3ccc(F)cc3)nc2cc1NC(=O)c1cccc([N+](=O)[O-])c1C	22%	-9%	17%	i	-3%	2%	.	-13%	.

Only part of the results is shown. The share of hits here may be higher or lower than overall.
